VEEV TC-83 Vero – inhibitors of VEEV TC-83 cytopathic effect, confirmation, Vero cells (AID 588727). inhibition, % at 20 µM, or IC50 in µM where a hit was titrated. Vero cells, VEEV TC-83 cytopathic effect inhibition; higher % means a stronger effect. 0.13% of 350,000 active; in the data active = a potency from the dose series; inconclusive = inhibition mostly from about 14% at the one dose, without a potency; inactive = the rest, 99 in 100 with inhibition below about 12%; note: strong numbers were not always called active
tuberculosis growth – growth inhibition of non-replicating M. tuberculosis (AID 488890); one-dose inhibition, % at 25 µM; IC50 in µM for titrated hits; Mycobacterium tuberculosis non-replicating, growth inhibition; higher % means a stronger effect; 0.39% of 320,000 active; in the data active = a potency from the dose series; inconclusive = inhibition mostly from about 82% at the one dose, without a potency; inactive = the rest, 99 in 100 with inhibition below about 76%;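 note: plate controls were DMSO cells for no effect and high antibiotic wells for full effect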
M. tuberculosis HTS – M. tuberculosis growth inhibition, HTS (AID 449762) | M. tuberculosis H37Rv growth inhibition, 7H9 media; higher % means a stronger effect | inhibition, % at 25 µM; hits with a dose series show IC50 in µM | 0.59% of 330,000 active; in the data active = a potency from the dose series; inconclusive = inhibition above about 70% without an active follow-up result;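 note: bacterial growth assessed after seven days of incubation; strong numbers were not always called active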
H1N1 NS1A inhibition – NS1A inhibition, H1N1 influenza, cell based functional assay (AID 504329); NS1A functional cell-based assay, percent inhibition; higher % means a stronger effect; one-dose inhibition, % at 12.5 µM; IC50 in µM for titrated hits; 0.3% of 340,000 active; in the data active = a potency from the dose series; inconclusive = inhibition above about 27% without an active follow-up result; note: strong numbers were not always called active
PhoP GFP inhibition – Inhibition of PhoP regulon, Salmonella typhi GFP reporter cells, confirmation, 4 h (AID 1850). inhibition, % at 50 µM; hits with a dose series show IC50 in µM. Salmonella Typhi PhoP-promoter GFP reporter, fluorescence, 4 h; higher % means a stronger effect. 0.33% of 310,000 active; in the data active = a potency from the dose series; inconclusive = inhibition mostly from about 25% at the one dose, without a potency; inactive = the rest, 99 in 100 with inhibition below about 19%;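 note: 0% = induced wells with vehicle and 100% = uninduced wells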
VEEV TC-83 Vero 10K pilot screen – second read-out of VEEV TC-83 Vero, no call of its own (marks repeat the call); inhibition, %; measured here: 10K pilot screen inhibition
Numbers without * were called inactive; i = inactive; ? = inconclusive; · = no result given. Compounds as they come (roughly 1.5% active in at least one column).

A first look, seven compounds:
SMILES | VEEV TC-83 Vero | tuberculosis growth | M. tuberculosis HTS | H1N1 NS1A inhibition | PhoP GFP inhibition | others
O=C(NCc1ccco1)c1cc(Cl)nc(Cl)c1 | 1.7% | 0% | 0% | 4% | 10%
COc1ccc(OC)c(S(=O)(=O)NC2CCCCNC2=O)c1 (stereo not given) | 0.9% | -11% | 5% | -9% | 2%
COc1cc(OC)cc(C(=O)N2CCN(C(=O)c3cccnc3)CC2)c1 | i | 0% | 6% | -4% | -3%
COC(=O)C1CCN(C(=O)CC(NC(=O)C(F)(F)F)c2cccs2)CC1 (stereo not given) | i | -20% | -9% | -1% | 2%
O=C(CN1C(=O)S/C(=C\C=C\c2ccccc2)C1=O)Nc1ccc(C(=O)O)cc1 | 0.5% | -3% | -11% | 3% | -7%
O=C(O)CSCC(=O)Nc1ccccc1SCCS(=O)(=O)c1ccc(Cl)cc1 | 1.4% | -4% | -2% | -5% | 13%
O=C(O)c1cc(-c2ccc3ccccc3c2)nc2ccc(F)cc12 | >25µM* | 21% | 10% | 9% | 0%

Results, repeating the preview:
SMILES | VEEV TC-83 Vero | tuberculosis growth | M. tuberculosis HTS | H1N1 NS1A inhibition | PhoP GFP inhibition | others
O=C(NCc1ccco1)c1cc(Cl)nc(Cl)c1 | 1.7% | 0% | 0% | 4% | 10%
COc1ccc(OC)c(S(=O)(=O)NC2CCCCNC2=O)c1 (stereo not given) | 0.9% | -11% | 5% | -9% | 2%
COc1cc(OC)cc(C(=O)N2CCN(C(=O)c3cccnc3)CC2)c1 | i | 0% | 6% | -4% | -3%
COC(=O)C1CCN(C(=O)CC(NC(=O)C(F)(F)F)c2cccs2)CC1 (stereo not given) | i | -20% | -9% | -1% | 2%
O=C(CN1C(=O)S/C(=C\C=C\c2ccccc2)C1=O)Nc1ccc(C(=O)O)cc1 | 0.5% | -3% | -11% | 3% | -7%
O=C(O)CSCC(=O)Nc1ccccc1SCCS(=O)(=O)c1ccc(Cl)cc1 | 1.4% | -4% | -2% | -5% | 13%
O=C(O)c1cc(-c2ccc3ccccc3c2)nc2ccc(F)cc12 | >25µM* | 21% | 10% | 9% | 0%
Cc1ccccc1CCNC(=O)C1CCC(=O)N(CCc2cccc(F)c2)C1 (stereo not given) | 4.7% | · | · | -3% | ·
O=C(NCSc1ccncn1)c1ccccc1 | 0.5% | 48% | -1% | 21% | -2% | VEEV TC-83 Vero 10K pilot screen=0.8
O=C(O)c1ccccc1/C=N/NC(=O)C1CCCCC1 | i | -7% | -2% | 1% | 21%
Cc1ccccc1-c1nc2cc(N)ccc2o1 | 0.9% | 67% | 98% | -9% | -11%
CSc1nc2nc(C)c(C/C=C/c3ccccc3)c(=O)n2[nH]1 | 2.5% | 55% | ? | 3% | -13%
CCCCn1c(N)c(N(CCOC)C(=O)c2ccc3c(c2)C(=O)N(c2ccccc2Cl)C3=O)c(=O)[nH]c1=O | 0.1% | -1% | -5% | -4% | ·
COc1cccc(C(=O)/C=C/Nc2ccc(NC(C)=O)cc2)c1 | 1.9% | -9% | 43% | 6% | 14%
O=C(COc1ccc(F)cc1Br)NCc1ccccn1 | 1.7% | · | 9% | -8% | -9%
CCCCCCCC/C=C\CCCCCCCC(=O)NCCO | i | -4% | -3% | 1% | 5%
COc1cc(-c2nc3ccccc3c(=O)n2N)cc(OC)c1OC | 0.5% | -25% | -6% | -3% | 1%
O=C(COC(=O)c1c[nH]c2ccccc12)Nc1cccc(F)c1 | 3.5% | -11% | -13% | -3% | ·
CC(C)(C)NC(=O)c1cnn(-c2ccccc2)c1NC(=O)c1ccccc1 | i | 16% | 6% | -16% | 6%
CC(C)(C)CN1CCN(CC#Cc2ccccc2)CC1CCO (stereo not given) | 0.6% | 0% | 8% | 1% | 6%
COc1ccc(-n2c(C)c(C)c3c(NCCO)ncnc32)cc1 | 1.1% | -4% | 4% | 1% | 9%
COCCCN1C(=O)C(O)=C(C(=O)c2ccco2)C1c1ccc(Br)cc1 (stereo not given) | i | 36% | -1% | -1% | -7%
CCc1cccc(CC)c1NC(=O)c1ccccc1CCc1ccccc1 | 1.6% | -5% | 1% | -6% | 2%
Cc1cc(C)nc(-n2nc(C)cc2NC(=O)COC(=O)CCC(=O)c2cccs2)n1 | i | 15% | 5% | -11% | 1%
Cc1nc(C(=O)NCCO)cc2c1[nH]c1ccccc12 | 1.7% | 10% | -1% | 2% | -8%
O=C(c1ccco1)N1CCN(C(=O)C2Cc3ccccc3CN2S(=O)(=O)c2ccc(F)cc2)CC1 (stereo not given) | 3.0% | 12% | 2% | -4% | -10% | VEEV TC-83 Vero 10K pilot screen=0.0
Cc1[nH]c2c(ccc3ccccc32)c1C1C(CCN)C1(C)C (stereo not given) | i | 62% | 33% | 21% | 16%
O=C(Nc1ccccc1)c1c(F)cccc1F | i | -5% | -5% | -7% | 5%
C1CCc2c(nc3nnnn3c2NC2CCCC2)C1 | 0.9% | -4% | 3% | 13% | 0%
CC(C)c1nnc2c(N(C)S(=O)(=O)c3ccccc3)nc3ccccc3n12 | 3.1% | 5% | -1% | 0% | -12%
COc1ccc(-c2cc(C(=O)N/N=C(\C)c3cccnc3)c3ccccc3n2)c(OC)c1 | 4.8% | 47% | 2% | -3% | 6%
NC(=O)c1c(NC(=O)C(=O)NCCCN2CCOCC2)sc2c1CCCC2 | 1.7% | 9% | -1% | -3% | 2%
Cn1c(=O)c2[nH]c(SCCN)nc2n(C)c1=S | 1.9% | · | · | 3% | ·
Cc1ccc(O)c(NC(=O)c2cccc(NC(=O)c3ccco3)c2)c1 | 9.4% | 23% | 9% | 14% | -5%
COC(=O)c1ccc(COc2ccc(C#N)cc2)o1 | 0.1% | 46% | 3% | -2% | -1%
Cc1cc(S(=O)(=O)N(Cc2ccc(C(C)C)cc2)CC2CCCO2)ccc1-n1cnnn1 (stereo not given) | i | 7% | -7% | -18% | -3%
COc1cccc(CN(C)C(=O)c2ccc(S(=O)(=O)Nc3ccccc3F)cc2)c1OC | 4.6% | · | · | 0% | ·
Cc1ccc(Cn2ccc(NC(=O)c3cc(-c4ccco4)on3)n2)cc1 | i | 30% | -2% | -1% | -12%
CCc1ccc(NC(=O)N2CCN(c3ccccc3)CC2)cc1 | i | 35% | -4% | -5% | -6%
CCOc1cc2[nH]c(=S)n(CCC(=O)N3CCc4ccccc4C3)c(=O)c2cc1OCC | 7.0% | 12% | 7% | -1% | -9%
O=C(NCCCN1CCOCC1)c1cc(-c2cccs2)on1 | 4.4% | · | · | 1% | 4%
COc1ccccc1C(O)(c1ccccc1)C(CN1CCOCC1)c1ccccc1 (stereo not given) | 2.7% | 30% | 3% | 2% | -16%
CCOP(=O)(Cc1ccc(C#N)o1)OCC | 1.0% | 7% | 1% | -3% | 3%
COc1ccc(NC(=O)c2csc(Cc3ccc(Cl)cc3)n2)cc1 | 1.1% | ? | ? | -5% | 7%
CCCCOC(=O)Cn1c(=N)n(CCC)c2ccccc21 | 0.1% | -7% | -5% | -4% | -6%
Cc1cccc(NS(=O)(=O)c2cccs2)n1 | 0.9% | -3% | -5% | 2% | -2%
COCCOc1cc(Nc2nnc(C(F)(F)F)s2)c(Cl)cc1Cl | 0.5% | 38% | 1% | -3% | -9%
CC(C)CC(=O)Nc1ccc(C(=O)Cn2c(=O)oc3ccccc32)cc1 | 0.6% | 13% | 4% | 5% | -6%
C#CC(C)(CC)NC(=O)c1cc(OC)c(OC)c(OC)c1 (stereo not given) | 0.2% | · | -4% | 14% | 7%
COc1cc2cc(CN(Cc3cccs3)C(=S)Nc3ccccc3)c(=O)[nH]c2cc1OC | 10% | -17% | 8% | -6% | -7%
CCCc1nc2ccccc2[nH]1 | 1.4% | -11% | -7% | -4% | 2%
CCc1ccc(OCC(=O)Nc2ccc(-c3nc4ccccc4o3)c(O)c2)cc1 | 3.3% | -12% | -4% | -1% | -13%
COC(=O)C1=C(c2ccc(-c3ccccc3)c(F)c2)C[C@@H]2CC[C@H]1N2C(=O)N1CCOCC1 | 3.2% | 7% | -2% | -11% | ·
CCOC(=O)c1nn(-c2ccc(F)cc2)c(=O)cc1OCC(=O)Nc1cccc(C)c1 | 1.1% | 11% | 4% | 7% | 4%
CC(C(=O)O)n1nnc2ccccc21 (stereo not given) | 0.6% | 6% | -3% | 5% | -3%
O=S(=O)(NCc1ccc2c(c1)OCO2)c1cccc(F)c1 | i | 1% | 3% | -5% | 0%
COc1ccc2cc(S(=O)(=O)N3CCOCC3)ccc2c1 | 5.4% | -12% | -11% | 10% | -7%
NC1CCCCC1N=Cc1c(O)n(Cc2ccc(F)cc2)c(=O)[nH]c1=O (stereo not given) | 7.7% | -1% | 5% | -14% | 11%
CCOc1ccc(S(=O)(=O)N2CCN=C2Cc2ccccc2)cc1C | 1.6% | 15% | 7% | 1% | -4%
CC(=O)Nc1cccc(NC(=O)c2ccco2)c1 | 0.2% | 2% | 6% | 2% | -1%

(more compounds)
SMILES | VEEV TC-83 Vero | tuberculosis growth | M. tuberculosis HTS | H1N1 NS1A inhibition | PhoP GFP inhibition | others
CC(=O)C1=C(C)Nc2ncnn2C1c1ccccc1Cl (stereo not given) | i | 4% | 6% | 2% | -7%
CN(C)S(=O)(=O)c1ccc(NC(=O)/C=C/c2ccccc2Cl)cc1 | 3.4% | 21% | ? | -3% | -5%
CN1CCC(=O)N([C@H](CSc2ccc(Br)cc2)c2ccccc2)CC1 | 2.1% | 13% | 3% | 6% | -3%
CC(Sc1nnc(N)s1)C(=O)NNC(=O)c1cccc(Cl)c1 (stereo not given) | 0.4% | 14% | 1% | -5% | ·
C=CCNC(=S)N(Cc1ccccc1)Cc1ccccc1 | 4.3% | -5% | 0% | -9% | -1%
Cc1cc(OCC(=O)N(C)C)c2c(-c3ccccc3)cc(=O)oc2c1 | 8.0% | -12% | -14% | 1% | -7%
Cn1c(COc2ccc(C(=O)O)cc2)nc2ccccc21 | i | -14% | 4% | 0% | -3%
O=C1c2ccccc2NC(c2ccc(O)cc2)N1/N=C/c1ccc(O)cc1 (stereo not given) | 1.4% | 16% | 16% | 6% | 5%
O=C(Nc1cccnc1)c1ccc(N2CCCC2)c([N+](=O)[O-])c1 | 11% | 7% | 4% | -3% | 10%
COc1cc(/C=C2\SC(=S)N(NS(=O)(=O)c3ccccc3)C2=O)cc(OC)c1OC | 2.6% | 3% | 0% | 8% | 7%
Cc1ccc(N2C(=O)CC(Sc3ccccc3C(=O)O)C2=O)c([N+](=O)[O-])c1 (stereo not given) | 0.9% | -7% | -10% | -5% | 1%
O=C(CSc1ncn[nH]1)N1N=C2/C(=C/c3ccco3)CCCC2C1c1ccco1 (stereo not given) | 0.6% | 17% | -11% | -1% | -8%

Next part; the last two above are carried over.
SMILES | VEEV TC-83 Vero | tuberculosis growth | M. tuberculosis HTS | H1N1 NS1A inhibition | PhoP GFP inhibition | others
Cc1ccc(N2C(=O)CC(Sc3ccccc3C(=O)O)C2=O)c([N+](=O)[O-])c1 (stereo not given) | 0.9% | -7% | -10% | -5% | 1%
O=C(CSc1ncn[nH]1)N1N=C2/C(=C/c3ccco3)CCCC2C1c1ccco1 (stereo not given) | 0.6% | 17% | -11% | -1% | -8%
C/C(=N\Nc1ccc(C)c(Cl)c1)c1ccncc1 | i | 40% | 4% | 8% | 7%
O=C(N/N=C/c1ccncc1)c1cccc(NC(=O)c2ccccc2Cl)c1 | 0.6% | 8% | 9% | 8% | -1%
CCc1ccc(-c2nc(CCl)cs2)cc1 | 12% | 66% | 3% | -15% | 2%
CCOC(=O)C1=C(CSc2nc(-c3ccncc3)ccc2C#N)OC(N)=C(C#N)C1c1cccnc1 (stereo not given) | 0.3% | 0% | 5% | 8% | 0%
Cc1noc(C)c1C(=O)NC(C)C1CCCO1 (stereo not given) | i | -8% | -9% | 2% | 3%
O=C(CCCCn1c(=O)[nH]c2ccsc2c1=O)NCC1CCCO1 (stereo not given) | 2.3% | -10% | 3% | -12% | -7%
O=C(Cn1c(NCCCO)nc2ccccc21)c1ccc(F)cc1 | 0.5% | -6% | -10% | -1% | 7%
CC(Oc1cccc(Cl)c1)C(=O)Nc1ccc(S(=O)(=O)NC2=NCCCCC2)cc1 (stereo not given) | 8.5% | 12% | 1% | -1% | -5%
COCCN1CCN(C(=O)C2CCC(=O)N(CCCc3ccccc3)C2)CC1 (stereo not given) | 3.6% | -10% | -6% | -5% | -5%
CNC(=O)n1ccc(C(=O)N2CCCCC2)n1 | i | -15% | 0% | 4% | 4%
CC(=O)Nc1ccc(/C=N/NC(=O)CCN2CCN(c3ccccc3)CC2)cc1 | 1.6% | 3% | -6% | 5% | 4%
O=C(CSCc1ccc(Cl)cc1)c1ccco1 | · | 77% | 4% | · | -1%

Bioassay records deposited in PubChem by Southern Research Specialized Biocontainment Screening Center.
